Bioassay records as filed in PubChem BioAssay.
Rac1 wt modul – wildtype Rac1 GTP binding modulators, primary screen, biochemical, GST-Rac1 beads, flow cytometry, multiplex; GTP binding activity (% of control), % at 10 µM; AID 757, 2007; Ras-related C3 botulinum toxin substrate 1 (Homo sapiens), P63000; actives 0.27% (n = 190,000); fluorescent GTP binding; actives lie on both sides; 0 = cold GTP competed, 100 = untreated;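 active = GTP binding activity at least 20 points away from the 100% control level, either lower or higher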
Rab7 wt modul – modulators of GTP binding to Rab7, primary screen, biochemical, wildtype, multiplex bead flow cytometry | Rab7 GTPase wild type (dog), Bodipy-FL-GTP binding | GST-Rab7 beads, fluorescent GTP binding; actives lie on both sides; untreated = 100%, excess cold GTP = 0% | GTP binding activity (percent of control), % at 10 µM | actives 0.055% (n = 190,000) | AID 758, 2007;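 active = fluorescent GTP binding to Rab7 beads changed by at least 20 points from the 100% baseline, either direction, mostly lower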;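 note: median green fluorescence of bound Bodipy-FL-GTP per Rab7 bead population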
Avidin bead fluor – green autofluorescence of compounds with avidin beads – biophysical, 488/530 nm, flow cytometry, artefact control, profiling panel; compound fluorescence 488/530 nm; active compounds read high; fluorescence (KMESF) at 10 µM; actives 0.38% (n = 220,000); AID 1775, 2009; in the data active = fluorescence above about 47; note: inactives centre near 10
Pf gamet viab – late stage P. falciparum gametocyte viability inhibitors, primary screen, ATP luminescence, HTS; P. falciparum stage V gametocytes, 24 h; inhibition, % at 10.9 µM; actives 0.065% (n = 150,000); AID 743093, 2013;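 active = inhibition above the mean plus 3 SD of compounds within the control limits, set per campaign, cut at about 38% in these data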;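 note: 0% = DMSO wells and 100% = medium only without gametocytes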
Cdc42 wt GTP – modulators of GTP binding to wildtype Cdc42, primary screen, biochemical, multiplex bead flow cytometry, Bodipy-GTP. GST-Cdc42 beads; actives lie on both sides. Cell division control protein 42 homolog (Homo sapiens), P60953. percent activity (GTP binding), % at 10 µM. actives 0.2% (n = 190,000);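 active = percent activity GTP binding at least 20 points away from the 100% baseline, either down as inhibitor or up as activator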;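 note: median bead fluorescence of bound Bodipy-FL-GTP at 100 nM; 0% = excess unlabeled GTP control and 100% = no compound control; below 100% means less GTP binding so inhibitor and above means activator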
ABCB1 block – ABCB1 efflux pump inhibitors, primary screen, cell-based, multiplex, flow cytometry, ABCG2 counter-screen | actives 0.067% (n = 190,000) | inhibition, % at 6.6 µM | ATP-dependent translocase ABCB1 (Homo sapiens), P08183 | CCRF-Adr cells, JC-1 efflux; in the data active = inhibition above about 40%;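 note: 0% = vehicle and 100% = reference inhibitor; higher value means more JC-1 retained so stronger ABCB1 efflux block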
Rac1 act GTP bind – GTP binding modulators of activated mutant Rac1, primary screen, biochemical, bead-based flow cytometry, multiplex, fluorescent GTP | actives 0.11% (n = 190,000) | percent activity (GTP binding), % at 10 µM | GST-Rac1 activated beads; actives lie on both sides; 100% means binding = to untreated wells | Ras-related C3 botulinum toxin substrate 1 (Homo sapiens), P63000;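 active = GTP binding at least 20 percentage points away from the 100% baseline, in either direction, so actives lie on both sides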
HRas wt GTP – modulators of GTP binding to HRas wildtype, primary screen, biochemical, bead-based flow cytometry, multiplex; GTPase HRas (Homo sapiens), P01112; GST-Ras wt beads, Bodipy-FL-GTP binding; actives lie on both sides; GTP binding activity, % at 10 µM; actives 0.14% (n = 190,000);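 active = GTP binding activity at least 20% away from the 100% baseline, either lowered as inhibitor or raised as activator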;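 note: 0% = unlabeled GTP competition control and 100% = no-compound control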
ABCG2 block – ABCG2 efflux pump inhibitors, primary screen, multiplex with ABCB1, IgMXP3 cells, flow cytometry | Broad substrate specificity ATP-binding cassette transporter ABCG2 (Homo sapiens), Q9UNQ0 | JC-1 efflux | inhibition, % at 6.6 µM | actives 0.1% (n = 190,000);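 active = inhibition above 80%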;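 note: 0% = DMSO and 100% = nicardipine control wells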
Target sequence (Q9UNQ0 whole entry, looked up): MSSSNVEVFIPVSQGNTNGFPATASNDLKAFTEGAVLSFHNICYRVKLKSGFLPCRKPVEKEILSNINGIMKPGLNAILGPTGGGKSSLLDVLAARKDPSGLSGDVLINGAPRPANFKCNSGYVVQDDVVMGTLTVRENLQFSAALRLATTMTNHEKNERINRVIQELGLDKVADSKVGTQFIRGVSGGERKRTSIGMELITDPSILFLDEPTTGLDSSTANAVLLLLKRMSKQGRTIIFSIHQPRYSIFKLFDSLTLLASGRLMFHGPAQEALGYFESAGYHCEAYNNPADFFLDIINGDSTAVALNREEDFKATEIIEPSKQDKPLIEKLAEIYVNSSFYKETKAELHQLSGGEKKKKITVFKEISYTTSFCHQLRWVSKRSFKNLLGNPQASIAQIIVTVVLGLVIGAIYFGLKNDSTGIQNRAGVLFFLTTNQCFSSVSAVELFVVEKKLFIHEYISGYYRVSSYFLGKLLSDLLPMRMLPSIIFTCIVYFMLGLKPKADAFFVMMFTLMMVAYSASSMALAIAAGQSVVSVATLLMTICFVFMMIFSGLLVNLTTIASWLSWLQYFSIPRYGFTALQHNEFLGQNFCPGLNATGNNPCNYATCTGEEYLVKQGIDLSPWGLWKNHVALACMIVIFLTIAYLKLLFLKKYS
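Read-out basis: Efflux inhibition in percent versus controls | Test system: ABCG2 IgMXP3 and barcoded ABCB1 CCRF-Adr cell mix | Quantity: 3 million cells/mL in well | Schedule: 10 min at 25 °C | Control set: Nicardipine as high control, DMSO as low control | Reagent: JC-1 as fluorescent efflux pump substrate | Signal: Flow cytometry of retained JC-1 fluorescence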
Rab2A wt mod – modulators of GTP binding to Rab2A wildtype, primary screen, biochemical, dog, bead-based flow cytometry, multiplex | GST-Rab2 wt beads, Bodipy-GTP binding | actives 0.19% (n = 190,000) | GTP binding activity, % at 10 µM | AID 760, 2007;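 active = GTP binding activity at least 20 points away from 100%, either lowered or raised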;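 note: 0% = beads with excess unlabeled GTP and 100% = no-compound control corrected for plate trend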
Mcl1-Noxa inh – Mcl-1/Noxa binding inhibitors, primary screen, biochemical, TR-FRET, 1536-well | actives 1.5% (n = 220,000) | AID 1022, 2008 | TR-FRET Mcl-1/Noxa peptide binding, 2 h | Induced myeloid leukemia cell differentiation protein Mcl-1 (Homo sapiens), Q07820 | inhibition, % at 21.7 µM;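 active = compounds that cut the protein-peptide binding signal by more than 50% relative to plate controls in a single-dose test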;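 note: His-tagged Mcl-1 with rhodamine Noxa BH3 peptide and terbium anti-His antibody; 0% = Mcl-1 plus Noxa peptide wells and 100% = peptide-only wells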
Target sequence (Q07820 whole entry, looked up): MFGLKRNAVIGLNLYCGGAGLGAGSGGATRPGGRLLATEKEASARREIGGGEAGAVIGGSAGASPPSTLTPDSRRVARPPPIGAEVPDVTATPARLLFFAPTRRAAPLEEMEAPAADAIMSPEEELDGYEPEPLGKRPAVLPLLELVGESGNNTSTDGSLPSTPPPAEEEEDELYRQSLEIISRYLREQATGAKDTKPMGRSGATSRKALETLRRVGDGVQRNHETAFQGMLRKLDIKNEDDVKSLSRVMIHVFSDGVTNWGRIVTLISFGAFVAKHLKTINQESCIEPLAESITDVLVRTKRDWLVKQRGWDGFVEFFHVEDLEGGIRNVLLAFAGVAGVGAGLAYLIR
An asterisk follows results filed as active; / = not tested or not shown.

Sample of the layout (5 entries):
[1] CCn1nnnc1-c1ccc(OC)c(S(=O)(=O)Nc2ccc(S(N)(=O)=O)cc2)c1
[2] COc1ccccc1OCc1nc(C#N)c(N2CCC(C(N)=O)CC2)o1
[3] O=C(Nc1ccc(N2CCOCC2)cc1)c1ccccc1SCC(=O)N1CCCC1
[4] CNCCCOc1ccc(Cl)cc1C(C)(C)C
[5] COc1cc(C(=O)O)ccc1OCC(=O)N1CCOCC1
assay / compound,1,2,3,4,5
Rac1 wt modul,97,110,99,101,101
Rab7 wt modul,105,100,103,106,96
Avidin bead fluor,22,20,15,6,6
Pf gamet viab,-5,/,/,1,/
Cdc42 wt GTP,100,106,97,100,99
ABCB1 block,0.8,0.4,-0.7,0.5,0.2
Rac1 act GTP bind,95,101,97,96,98
HRas wt GTP,100,104,99,98,97
ABCG2 block,2,2,3,5,1
Rab2A wt mod,101,102,100,100,98
Mcl1-Noxa inh,18,-5,7,19,8

The list itself (from the top)
[1] CCn1nnnc1-c1ccc(OC)c(S(=O)(=O)Nc2ccc(S(N)(=O)=O)cc2)c1
[2] COc1ccccc1OCc1nc(C#N)c(N2CCC(C(N)=O)CC2)o1
[3] O=C(Nc1ccc(N2CCOCC2)cc1)c1ccccc1SCC(=O)N1CCCC1
[4] CNCCCOc1ccc(Cl)cc1C(C)(C)C
[5] COc1cc(C(=O)O)ccc1OCC(=O)N1CCOCC1
[6] COc1ccc(S(=O)(=O)Nc2ccc3oc(C)c(C(=O)O)c3c2)cc1
[7] CCC1CCC/C1=N\NC(=O)CCC(=O)Nc1ccccc1Cl (stereo unspecified)
[8] COc1cccc(CN2CCC(CO)(CC3CCCCO3)CC2)c1 (stereo unspecified)
assay / compound,1,2,3,4,5,6,7,8
Rac1 wt modul,97,110,99,101,101,98,103,101
Rab7 wt modul,105,100,103,106,96,96,98,97
Avidin bead fluor,22,20,15,6,6,7,14,10
Pf gamet viab,-5,/,/,1,/,/,/,-8
Cdc42 wt GTP,100,106,97,100,99,98,97,99
ABCB1 block,0.8,0.4,-0.7,0.5,0.2,0.6,0.2,0.1
Rac1 act GTP bind,95,101,97,96,98,96,98,97
HRas wt GTP,100,104,99,98,97,99,99,98
ABCG2 block,2,2,3,5,1,1,5,1
Rab2A wt mod,101,102,100,100,98,100,99,98
Mcl1-Noxa inh,18,-5,7,19,8,14,-3,7

[9] Cc1ccc(C(=O)Nc2ccc(Oc3ccc(C(=O)O)c(C(=O)O)c3)cc2)cc1C
[10] Cc1ccc(NC(=S)N(Cc2ccco2)C(C)c2cccs2)c(Cl)c1 (stereo unspecified)
[11] NC(=O)C1CCCN(CCc2ccccc2)C1 (stereo unspecified)
[12] COc1ccc(OC)c(-n2c(-c3cnccn3)n[nH]c2=S)c1
[13] O=C(Nc1ccc(S(=O)(=O)N2CCOCC2)cc1)c1ccc2c(c1)S(=O)(=O)c1ccccc1C2=O
[14] CC(NC(=O)C1CCCN(S(=O)(=O)c2cccc3nonc23)C1)c1ccccc1 (stereo unspecified)
[15] C/C(=N/NC(=O)CC1N=C(Cc2ccccc2)NNC1=O)c1cccnc1 (stereo unspecified)
[16] O=C(Nc1ccccc1C(=O)NCc1cccnc1)c1cccc([N+](=O)[O-])c1
assay / compound,9,10,11,12,13,14,15,16
Rac1 wt modul,102,100,98,101,103,106,93,96
Rab7 wt modul,98,105,100,96,105,101,97,96
Avidin bead fluor,6,9,12,1,11,14,5,9
Pf gamet viab,-26,19,/,-37,2,/,/,9
Cdc42 wt GTP,99,96,96,90,103,105,96,94
ABCB1 block,0.0,0.8,-0.2,-0.1,0.1,0.7,-0.1,0.5
Rac1 act GTP bind,98,95,94,99,100,99,93,94
HRas wt GTP,100,100,98,99,102,103,98,96
ABCG2 block,0,5,-1,-1,3,20,0,8
Rab2A wt mod,98,99,97,99,103,102,96,95
Mcl1-Noxa inh,14,18,-8,17,14,-20,5,9

[17] CCSc1nnc(NC(=O)[C@H](C)NC(=O)c2ccccc2Cl)s1
[18] Cc1ccc(CNC(=O)C(NS(=O)(=O)c2cccc3nsnc23)c2ccccc2)cc1 (stereo unspecified)
[19] Cc1ccc2c(c1)nc(-n1nc(C)cc1C)c1nnnn12
[20] Cn1c(=O)c2c(nc(SCc3nn[nH]n3)n2Cc2ccccc2F)n(C)c1=O
[21] CCOc1ncccc1C(=O)OCCN1C(=O)c2ccccc2C1=O
[22] CC(C)(C)C1CCC(C(=O)OCC(=O)c2ccc[nH]2)CC1 (stereo unspecified)
[23] Cc1cccc(/C(N)=N/OC(=O)c2cccs2)c1
[24] CCNC(=O)c1cc2c(=O)n3cccc(C)c3nc2n(CCc2ccccc2)c1=N
assay / compound,17,18,19,20,21,22,23,24
Rac1 wt modul,100,106,97,101,98,102,90,81
Rab7 wt modul,96,105,105,96,94,102,92,87
Avidin bead fluor,13,11,13,32,7,15,7,34
Pf gamet viab,10,/,-5,-4,/,8,/,2
Cdc42 wt GTP,100,106,98,103,100,99,96,71*
ABCB1 block,0.6,3.0,0.3,4.3,0.7,1.0,0.4,0.0
Rac1 act GTP bind,96,100,95,99,94,98,92,82
HRas wt GTP,97,103,97,100,98,99,93,71*
ABCG2 block,5,2,16,-11,2,11,2,5
Rab2A wt mod,94,103,100,99,97,99,94,72*
Mcl1-Noxa inh,7,5,-1,18,17,15,/,22

[25] CC(=O)N1CCCN(Cc2cn(-c3ccc(C)cc3)nc2-c2cccc(C)c2)CC1
[26] COc1ccsc1C(=O)Nc1ccc(F)cc1F
[27] Cc1ccc(NC(=O)Cn2nnc3ccccc3c2=O)cc1C
[28] S=c1[nH]nc(-c2ccco2)n1-c1ccccc1Cl
[29] CN1CCN(Cc2nc3c(c(=O)n(C)c(=O)n3C)n2Cc2cccc3ccccc23)CC1
[30] COC(=O)c1ccc(OC)c(CSc2nnc(COc3ccccc3)o2)c1
[31] O=C1CCCC/C1=C/NCc1ccccc1
[32] CCN1CCc2nc(SCC(=O)Nc3ccc(OC)cc3)c(C#N)cc2C1
assay / compound,25,26,27,28,29,30,31,32
Rac1 wt modul,96,97,95,77*,104,101,98,104
Rab7 wt modul,97,96,96,88,101,101,102,98
Avidin bead fluor,11,10,9,10,8,17,9,15
Pf gamet viab,6,/,4,-18,/,30,-1,/
Cdc42 wt GTP,96,102,97,79*,104,101,96,103
ABCB1 block,0.7,0.6,1.2,1.1,0.5,0.7,0.2,0.1
Rac1 act GTP bind,95,96,95,79*,100,99,95,100
HRas wt GTP,97,96,96,84,105,101,96,99
ABCG2 block,2,7,7,4,0,4,1,0
Rab2A wt mod,97,96,96,85,102,103,96,100
Mcl1-Noxa inh,-1,2,3,13,-4,1,-3,25

[33] COc1cccc2c(=O)n(CC(=O)Nc3cccc(F)c3)ccc12
[34] CCOC(=O)C1=C(O)/C(=C/c2ccc(-c3ccccc3C(=O)O)o2)SC1=Nc1ccc(OC)cc1
[35] O=C(NCc1ccc(F)cc1)C(Cc1ccccc1)NS(=O)(=O)c1cccs1 (stereo unspecified)
[36] CCCCOc1ccc(OC(=O)c2cccnc2)cc1
[37] Cc1c(N/C(=N/S(=O)(=O)c2ccc(Cl)cc2)c2ccccc2)c(=O)n(-c2ccccc2)n1C
[38] O=C(O)[C@H]1CCCC[C@H]1C(=O)Nc1ccc(Nc2ccccc2)cc1
[39] COc1ccc(Cc2noc(-c3ccc(OC)c(OC)c3)n2)cc1OC
[40] O=C(NC(Cc1ccccc1)c1nc2ccccc2[nH]1)c1ccc(Cl)c([N+](=O)[O-])c1 (stereo unspecified)
assay / compound,33,34,35,36,37,38,39,40
Rac1 wt modul,103,97,104,98,103,102,99,101
Rab7 wt modul,104,96,95,94,100,99,101,97
Avidin bead fluor,7,11,18,34,8,21,7,22
Pf gamet viab,/,3,33,/,-24,/,15,-10
Cdc42 wt GTP,100,93,103,95,101,99,98,101
ABCB1 block,-2.2,-1.5,-0.1,1.5,0.0,0.2,-2.2,3.4
Rac1 act GTP bind,99,92,99,97,100,98,98,97
HRas wt GTP,100,93,100,96,99,100,98,98
ABCG2 block,-2,-11,-4,12,1,-1,-2,13
Rab2A wt mod,98,91,99,95,96,98,99,95
Mcl1-Noxa inh,-10,2,-8,29,9,13,0,18

[41] Cc1cc(C)c(OCCCCN(C)C)c(Br)c1
[42] CCC(C)C(NC=C1C(=O)OC(C)(C)OC1=O)C(=O)O (stereo unspecified)
[43] NC(=O)c1ccc(N2CCOCC2)nc1
[44] CC(C)CNC(=O)CC(c1ccccc1)c1ccccc1
[45] COc1cc(C(=O)OCC(=O)NC2CCS(=O)(=O)C2)ccc1OCc1c(C)noc1C (stereo unspecified)
[46] COc1ccc(NC(=O)COc2nsnc2N2CCCCC2)cc1
[47] Cc1cnc(NC(=O)C(C)N2CCN(C)CC2)s1 (stereo unspecified)
[48] CC1=NN(c2ccc(C(F)(F)F)cn2)C(=O)C1
[49] C=CCNC(=O)c1cc2cccc(OC)c2oc1=O
[50] CCCCc1n[nH]c(=S)n1Cc1ccc(C)cc1
assay / compound,41,42,43,44,45,46,47,48,49,50
Rac1 wt modul,102,106,101,98,104,100,97,100,96,95
Rab7 wt modul,108,97,99,96,99,106,110,98,104,100
Avidin bead fluor,7,7,10,9,73*,13,10,3,24,10
Pf gamet viab,/,7,6,0,8,13,-22,-20,13,16
Cdc42 wt GTP,102,102,101,95,101,105,97,100,92,96
ABCB1 block,0.4,-0.3,0.0,0.2,3.3,0.5,0.2,-5.2,0.3,-1.0
Rac1 act GTP bind,94,100,100,95,101,98,96,98,93,96
HRas wt GTP,100,98,100,97,100,105,100,103,97,96
ABCG2 block,1,-1,9,1,0,4,0,-18,3,-2
Rab2A wt mod,100,97,100,96,100,105,104,100,96,97
Mcl1-Noxa inh,28,8,16,-3,1,25,20,-86,1,2
